EPAC2 antagonist: EPAC2 (human) antagonism; 360,000 tested, 0.18% active; Potency, µM (top dose mostly 114 µM), for the others: at the highest dose activity, negative = inhibition, most hits filed as inhibitors; EPAC2 GEF exchange of Rap1B-BODIPY-GDP, fluorescence; AID 720708; also: % is scaled to controls: 0 for no effect and ±100 for the full control effect; nearly all actives have a fitted effect of over 45% in size; many of its hits are not listed in these tables
EPAC1 agonist: activates human EPAC1 exchange factor. Potency, µM (top dose mostly 154 µM), without a hit: top-dose activation, usual class: activators. O95398. 360,000 tested, 0.073% active. EPAC1 agonist qHTS, biochemical assay; response scale: 100% = response to 6.5 mM cAMP; also: nearly all actives have a fitted effect of over 60% in size
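Nucleotide exchange assay: 100 nM EPAC1 with 250 nM Rap1B loaded with BODIPY-GDP and 50 uM GDP, room temperature. Fluorescence (480/540 nm) read every 5 min for 30 min; signal change normalized to 6.5 mM cAMP as full agonist.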
FUS yeast rescue: FUS proteinopathy suppression in yeast. S. cerevisiae FUS-expressing, growth rescue, OD600, 24 h. Potency, µM (top dose mostly 76.6 µM), inactives show at the top dose growth rescue (activation), usual class: activators. 390,000 tested, 0.24% active;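 also: plate controls were DMSO vehicle for no effect and reference control for full effect; nearly all actives have a fitted effect of over 55% in size; some results filed as inactive show a strong effect at the top dose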
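Quantitative HTS measuring growth restoration of FUS-toxic yeast. Galactose-induced cells (OD 0.005) were exposed 24hr at 30C to compounds at several concentrations, then absorbance at 600 nm was recorded.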
EPAC1 antag: blocks human EPAC1 exchange factor. O95398. EPAC1 GEF assay, Rap1b-BODIPY-GDP exchange fluorescence. Potency, µM (series often up to 115 µM), without a hit: at the top dose activity change, negative = inhibition, actives largely listed as inhibitors. 360,000 tested, 0.14% active;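 also: plate controls were vehicle for no effect and positive control for full effect; nearly all actives have a fitted effect of over 50% in size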
aSyn yeast inh: rescues yeast growth from alpha-synuclein toxicity; Yeast expressing alpha-synuclein, growth rescue, BacTiter-Glo, 24 h; 370,000 tested, 0.14% active; Potency, µM (top dose mostly 46.1 µM), for inactives: at the top dose growth rescue (activation), usual class: activators; also: % of control where 0% means no effect; nearly all actives have a fitted effect of over 65% in size
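Screening used galactose-induced yeast with toxic alpha-synuclein levels, exposed to compound for 24 hr at 30 deg C. Cell growth, read with BacTiter-Glo luminescence, gave the measured signal.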
TDP-43 yeast inh: rescues yeast growth from TDP-43 toxicity; 410,000 tested, 1.8% active; Potency, µM (titrated, usually from 46.1 µM), without a hit: top-dose growth rescue (activation), actives largely listed as activators; AID 652104; TDP-43 expressing yeast growth rescue, BacTiter-Glo, 24 h; also: % of control where 0% means no effect; nearly all actives have a fitted effect of over 50% in size
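Growth rescue of TDP-43-toxic yeast measured as ATP luminescence (BacTiter-Glo). Cells grown to mid-log in raffinose, induced in galactose at OD600=0.02, exposed to compound 24 hr at 30 deg C.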
EPAC2 ag: EPAC2 (human) agonism. Q8WZA2. 360,000 tested, 0.079% active. EPAC2 activation, biochemical qHTS; response scale: 100% = 6.5 mM cAMP response. Potency, µM (top dose mostly 154 µM), for inactives: at the highest dose activation, hits mostly activators; also: nearly all actives have a fitted effect of over 50% in size
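Compounds were added across a concentration range to EPAC2 (100 nM), RAP1B-BODIPY-GDP (250 nM) and GDP (50 uM). After 5 min at room temperature, fluorescence was recorded at 5-min intervals for 30 min.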
PTHR1 agonist: activates the human parathyroid hormone receptor PTHR1; Potency, µM (titrated, usually from 115 µM), inactives show top-dose activation, hits mostly activators; HEK293 GP2 PTHR1 cells, GloSensor cAMP luminescence, 1 h; AID 743266; 410,000 tested, 0.075% active; also: nearly all actives have a fitted effect of over 55% in size; some results filed as inactive show a strong effect at the top dose; inactives centre near -15; many of its hits are not listed in these tables
Target sequence (Q03431 whole entry, looked up): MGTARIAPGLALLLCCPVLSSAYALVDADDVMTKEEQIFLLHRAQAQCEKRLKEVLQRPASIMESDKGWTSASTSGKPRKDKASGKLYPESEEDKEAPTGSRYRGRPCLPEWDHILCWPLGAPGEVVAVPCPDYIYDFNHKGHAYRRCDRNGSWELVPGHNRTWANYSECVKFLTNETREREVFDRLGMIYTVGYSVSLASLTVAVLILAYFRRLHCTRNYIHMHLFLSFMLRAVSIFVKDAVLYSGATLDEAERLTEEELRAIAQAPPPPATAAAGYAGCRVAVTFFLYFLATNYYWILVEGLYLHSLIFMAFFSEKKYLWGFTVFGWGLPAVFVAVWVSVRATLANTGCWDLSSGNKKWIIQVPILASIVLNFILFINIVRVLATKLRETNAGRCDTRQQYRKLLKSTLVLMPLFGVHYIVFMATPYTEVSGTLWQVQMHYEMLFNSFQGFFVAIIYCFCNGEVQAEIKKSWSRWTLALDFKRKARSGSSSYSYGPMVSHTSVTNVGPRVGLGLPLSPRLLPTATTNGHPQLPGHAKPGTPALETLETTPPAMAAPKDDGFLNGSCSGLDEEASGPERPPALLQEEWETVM
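HEK-293-derived GP2 cells expressing PTHR1 and a GloSensor cAMP reporter, 3,000/well, plated overnight, given luciferin plus IBMX (each 0.5 mM as added) for 1 h at 37 °C, then compound for 1 h at 37 °C. Luminescence was read after 15 min at room temperature.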
* hit, by the source's call; i = inactive; ? = inconclusive; . = not tested or not shown; [ ] = another dose, or the depositor's remark. Calls follow the shape of the dose curve; as a rule, active = well fitted curve in the direction sought with a large enough effect; inconclusive = small, poorly fitted or top-dose-only effect, or another doubt; inactive = no such curve, though single readings can be large; an effect the other way counts as inactive or inconclusive. Potency is read from the fitted curve at half-maximal effect. These rows are one share of the data; count on the stated rates, not on these rows.

The line under a structure holds: EPAC2 ag | aSyn yeast inh | EPAC1 antag | PTHR1 agonist | EPAC2 antagonist | EPAC1 agonist | TDP-43 yeast inh | FUS yeast rescue
- COC(=O)C1=C(C)NC(=O)CC1c1cc2c(cc1Br)OCO2 (centres undefined)
    14% | -3% | -10% | -1%[57.5 µM] | 5% | -6% | 13% | -6%
- COc1ccc(CC(=O)NC2CCN(CC(=O)Nc3ccc4c(c3)OCCO4)CC2)cc1OC
    7% | 4% | -14% | i | -2% | 0% | -3% | 2%
- COCCCN1C(=O)C(=O)/C(=C(/O)c2ccc(S(=O)(=O)N3CCCCC3)cc2)C1c1ccc(F)cc1 (centres undefined)
    -3% | -4% | -18% | ? | -2% | 3% | 10% | 21%
- CCCOc1ccc(-c2nc[nH]c2[N+](=O)[O-])cc1
    0% | -4% | 14% | -8% | 5% | -5% | -11%[0.397 µM] | 14%
- O=C(CSc1nncs1)Nc1cccc2ccccc12
    -4% | 7% | 5% | -36%[inhibitor] | 1% | 2% | 14% | -1%
- Cc1nc2c(C(=O)NCCc3ccccc3Cl)c[nH]n2c(=O)c1Cl
    -6% | 3% | -29% | 14% | -11% | -13% | -6% | .
- CCCNC(=O)c1cc(C2CCCN(C(=O)C3CC3)C2)on1 (centres undefined)
    3% | -2% | -3% | -25% | 6% | -9% | 18% | -11%
- C#CCOCCOCCOCCNc1nc(N2CCN(C(=O)C([C@@H](C)CC)n3cc(C(N)COC(=O)C(F)(F)F)nn3)CC2)nc(N2CCN(C(=O)[C@H](CCCCN)n3cc(C(N)CC(C)C)nn3)CC2)n1 (some centres undefined)
    12% | ? | -11% | -1% | 4% | -6% | 5% | 29%
- COc1ccccc1CNC(=O)Cn1ccsc1=N
    0% | 4% | -19% | 17% | 4% | 6% | 3% | -12%
- Cc1ccc2c(c1)C=CC(C)(C)S2(=O)=O
    2% | -2% | 6% | -5% | 9% | 6% | 27% | .
- Cn1c(SCC(=O)c2ccc(F)cc2)ncc(C(=O)Nc2ccccc2)c1=O
    -12% | 2% | 9% | -24% | -14% | -8% | 29% | 2%
- COC(=O)c1cc(Cl)cc2c(C)c(C3(O)CCCCC3)[nH]c12
    6% | ? | -15% | -13% | ? | 0% | 35µM* | 15%
- CCOC(=O)C1CCCN(C(=O)c2[nH]c3ccc(OC)cc3c2C)C1 (centres undefined)
    8% | 20% | 13% | i | 7% | -4% | -1% | -11%
- CCN(CC)CCNC(=O)c1ccc(NC(=O)Cc2ccc(OC)c(S(=O)(=O)N3CCOCC3)c2)cc1
    2% | -2% | 11% | -20% | 7% | -15% | 7% | 7%
- Cc1cc(C)cc(N2CC(C)(C)C2=O)c1
    2% | 1% | 0% | i | ? | -1% | 1% | -1%
- Cc1ccccc1CNC(=O)C(=O)Nc1nccs1
    1% | 0% | 5% | -12% | 9% | -5% | -12%[0.397 µM] | 30%
- O=C(/C=C/c1cc([N+](=O)[O-])ccc1OC(F)F)Nc1cccc2ccccc12
    8% | 5% | 11% | i | 1% | 7% | 0% | -8%
- O=C(c1cc2ccccc2[nH]1)N(Cc1cccnc1)CC1CCCN(C2CCCCC2)C1 (centres undefined)
    0% | 0% | 6% | i | -11% | 4% | 25% | 19%
- C/C(CC(=O)Nc1cc(C)ccn1)=N\NC(=O)C(=O)NC(C)C
    4% | 1% | -8% | -37% | 2% | 8% | -8% | 0%
- CCNc1ccc(C(=O)OCC(=O)N2c3ccccc3NC(=O)C2(C)C)cc1[N+](=O)[O-]
    -5% | 10% | 5% | -18% | -6% | 7% | 4% | -5%
- Cc1c(NC(=O)CSc2nc(-c3ccco3)cc(C(F)(F)F)n2)c(=O)n(-c2ccccc2)n1C
    10% | -13% | 23% | i | 19% | 2% | 4% | 19%
- Cc1ccc(S(=O)(=O)NCC(C)n2cncn2)cc1 (centres undefined)
    8% | 3% | 11% | ? | 3% | 3% | -3% | 14%
- O=C(CO)N/N=C/c1ccccc1F
    3% | -8% | 12% | -1%[57.5 µM] | 6% | -7% | -16% | -10%
- CC(=O)Nc1ccc(Sc2ncnc3scc(-c4ccccc4)c23)cc1
    18% | -3% | -2% | -24% | 6% | 16% | 8% | .
- CC(=O)NC(Cc1ccc(F)c(F)c1)C(=O)NC1CCN(S(=O)(=O)c2ccc(C)cc2)CC1 (centres undefined)
    6% | -2% | 7% | -23% | -4% | 6% | -14% | 18%
- S=C(NCCCN1CCN(CCCNC(=S)NC2CCCCC2)CC1)NC1CCCCC1
    4% | 6% | 6% | -10% | 1% | -6% | -9% | 5%
- O=C(OCC(=O)N1CCc2ccccc2C1)c1ccc(F)cc1Cl
    10% | 8% | -24% | -18% | -17% | 4% | 4% | 4%
- Cc1ccc(NS(=O)(=O)c2ccc(CCC(=O)NCc3ccccn3)cc2)cc1
    5% | 2% | -3% | -1% | -7% | 7% | -16% | 8%
- COc1cc(/C=C(\C#N)C(=O)NC2CCCCC2C)ccc1OS(=O)(=O)c1ccc(C)cc1 (centres undefined)
    -5% | 0% | -9% | -40%[inhibitor] | -13% | 3% | 15% | 15%
- Cc1cc2c(cc1C)-c1c(ssc1=Nc1ccc(S(N)(=O)=O)cc1)C(C)(C)N2
    12% | 0% | ? | -51%[inhibitor] | -12% | 8% | 10% | -22%
- O=C(CCCN1C(=O)c2ccccc2C1=O)N1CCN(c2ccccn2)CC1
    4% | -7% | -3% | ? | -6% | 6% | -8% | 22%
- COc1cc(-c2cc(-c3nnco3)c3ccccc3n2)cc(OC)c1OC
    2% | 6% | -23% | -13% | -5% | -8% | 23%[9.22 µM] | 21%
- c1ccc(-c2nn3c(Cn4cnc5ccccc54)nnc3s2)cc1
    5% | -15% | 11% | -1%[57.5 µM] | 7% | -6% | -16% | 19%
- COC(=O)c1ccccc1C(=O)c1cccc2ccccc12
    14% | -1% | -17% | -33%[inhibitor] | 45µM* | 7% | ? | 14%
- COC(=O)c1ccccc1NC(=O)CN1CCN(C(=O)c2ccco2)CC1
    5% | ? | 4% | i | -4% | 3% | 8% | 14%
- O=C(NC(=S)N1CCCCC1)c1cccnc1
    -3% | -1% | 2% | i | 9% | -6% | 25% | -33%
- O=C(Nc1ccccc1)OC(CN1CCCCC1)C(F)(F)F (centres undefined)
    -7% | 4% | -4% | -7%[57.5 µM] | -3% | -1% | 11% | -20%
- COCCCn1c(C23CC4CC(CC(C4)C2)C3)n[nH]c1=S
    8% | -3% | -32% | -2% | -14% | 5% | 25% | -1%
- COc1ccc(/C(C)=N/NC(=O)CNC(=O)c2ccncc2)cc1
    6% | -2% | -2% | -2% | 11% | -3% | 4% | 2%
- CN(C)c1ccc(NC2=C([N+](=O)[O-])CS(=O)(=O)C2)cc1
    1% | 0% | 8% | i | 7% | -4% | -31%[inhibitor] | 33%
- Cc1ccc(NS(=O)(=O)c2c(C)nc3sccn3c2=O)cc1C
    3% | -12% | 5% | -20% | -7% | 4% | 18% | -28%
- CC(=O)Oc1cccc(N2C(=O)c3cccc4c([N+](=O)[O-])ccc(c34)C2=O)c1
    -6% | 4% | 1% | i | 8% | 6% | 1% | 3%
- CCOP(=O)(c1ccc(N(C)C)cc1)C(O)c1cc(OC)c(OC)c(OC)c1 (centres undefined)
    4% | 1% | 5% | i | 0% | 0% | -10% | 13%
- Cc1ccc(C(=O)NCCN2C3=NC[C@H](C(C)C)N3C[C@H]2Cc2ccc(O)cc2)cc1Br
    5% | 8% | -11% | 9% | -6% | 11% | 1% | 1%
- O=C(N/N=C/c1ccc[nH]1)c1ccccc1OCc1ccc(F)cc1
    11% | -6% | -1% | i | 0% | 0% | -18% | 23%
- CCOC(=O)c1c(NC(=O)CCS(=O)(=O)c2ccccc2)sc2c1CCN(C)C2
    4% | 0% | 18% | i | 0% | 2% | 22% | 27%
- CC(C)Cn1c(CN2CCN(c3ccccc3F)CC2)nc2c1c(=O)[nH]c(=O)n2C
    -1% | 3% | 2% | -12% | -5% | -6% | ? | -26%
- CCc1nnc(NC(=O)Cn2nnc(-c3ccccc3F)n2)s1
    -1% | 1% | -4% | -1%[57.5 µM] | -5% | 5% | -19% | 44%
- COC(=O)c1ccc2nc(Nc3nc4c(F)cc(F)cc4s3)sc2c1
    4% | -19% | -2% | -20% | 25% | -1% | -6% | .
- Cc1ccccc1OCc1nnc(SCC(=O)Nc2ccc(N3CCOCC3)cc2)n1C
    6% | -1% | -20% | ? | -7% | -3% | -8% | 14%
- CCN(CC)CCN1c2ccccc2Sc2ccccc21
    0% | -5% | -4% | -19% | 7% | 4% | 19% | .
- COc1ccccc1Cn1cnc2cccnc21
    4% | 6% | 3% | -5%[57.5 µM] | 1% | -2% | 8% | -6%
- Nc1nc2sc3c(c2cc1C(=O)NCC(=O)O)CCCC3
    3% | -15% | 14% | i | 1% | -4% | -14% | -8%
- O/N=C/c1ccccc1OCc1ccccc1F
    -2% | -13% | -10% | -15% | 8% | 1% | 12% | .
- CCOC(=O)c1ccc(NC(=O)c2ccc(CN3CCOCC3)cc2)cc1
    2% | 5% | 4% | -97%[inhibitor] | -1% | 5% | -10% | -14%
- O=C(NCC1(O)CCCCC1)C1CCC(=O)N(Cc2cccc(C(F)(F)F)c2)C1 (centres undefined)
    -5% | -4% | 0% | -12% | 6% | 2% | 13% | .
- O=C(N=C1SC2CS(=O)(=O)CC2N1c1c(Cl)cccc1Cl)C1CC1 (centres undefined)
    7% | -2% | 7% | i | 4% | 4% | 0% | 14%
- CCCCN(C(=O)CSc1n[nH]c(-c2ccc(C)cc2)n1)c1c(N)n(CCCC)c(=O)[nH]c1=O
    -14% | 5% | 1% | 9% | -23% | ? | 7% | 28%
- O=C(CCc1ccccc1)NNC(=O)COc1ccccc1Cl
    12% | -1% | 17% | -2% | 7% | 4% | -8% | 4%
- COc1ccc(CCNC(=O)CCNC(=O)c2ccc(Br)cc2)cc1OC
    -3% | 5% | 8% | i | -2% | 6% | 21% | .

Structures shown so far containing a thiophene ring, fused or not (3):
The line under a structure holds: EPAC2 ag | aSyn yeast inh | EPAC1 antag | PTHR1 agonist | EPAC2 antagonist | EPAC1 agonist | TDP-43 yeast inh | FUS yeast rescue
- CC(=O)Nc1ccc(Sc2ncnc3scc(-c4ccccc4)c23)cc1
    18% | -3% | -2% | -24% | 6% | 16% | 8% | .
- CCOC(=O)c1c(NC(=O)CCS(=O)(=O)c2ccccc2)sc2c1CCN(C)C2
    4% | 0% | 18% | i | 0% | 2% | 22% | 27%
- Nc1nc2sc3c(c2cc1C(=O)NCC(=O)O)CCCC3
    3% | -15% | 14% | i | 1% | -4% | -14% | -8%

Bioassay records (PubChem BioAssay)
